Assay outcomes deposited in PubChem by National Center for Advancing Translational Sciences (NCATS).
LDHA inh – LDHA (human) enzyme inhibition; activity change, % (values are at about 110 or 230 µM); 480,000 tested, 0.15% active; purified LDHA, NADH/diaphorase-resazurin fluorescence; active compounds read low; P00338; in the data active = activity change below about -30%; inconclusive = mostly about -25% to -30%;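 also: plate controls were DMSO wells for no effect and wells without enzyme for full effect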
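Human LDH5 (2 nM) was incubated with 0.06 mM NADH and 0.2 mM pyruvate for 5 min at room temperature in Tris pH 7.4. Remaining NADH was coupled through diaphorase/resazurin, and resorufin fluorescence was read at 0 and 20 min.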
POLH inh – inhibitors of human DNA polymerase eta; Q9Y253; recombinant Pol eta, fluorescent DNA replication assay; Potency, µM (highest dose often 114 µM), for the others: at the top dose activity change, negative = inhibition, hits mostly inhibitors; 390,000 tested, 1.2% active; AID 588591; also: potency is read from the fitted curve at half-maximal effect; % is scaled to controls: 0 for no effect and ±100 for the full control effect
Target sequence (Q9Y253 whole entry, looked up): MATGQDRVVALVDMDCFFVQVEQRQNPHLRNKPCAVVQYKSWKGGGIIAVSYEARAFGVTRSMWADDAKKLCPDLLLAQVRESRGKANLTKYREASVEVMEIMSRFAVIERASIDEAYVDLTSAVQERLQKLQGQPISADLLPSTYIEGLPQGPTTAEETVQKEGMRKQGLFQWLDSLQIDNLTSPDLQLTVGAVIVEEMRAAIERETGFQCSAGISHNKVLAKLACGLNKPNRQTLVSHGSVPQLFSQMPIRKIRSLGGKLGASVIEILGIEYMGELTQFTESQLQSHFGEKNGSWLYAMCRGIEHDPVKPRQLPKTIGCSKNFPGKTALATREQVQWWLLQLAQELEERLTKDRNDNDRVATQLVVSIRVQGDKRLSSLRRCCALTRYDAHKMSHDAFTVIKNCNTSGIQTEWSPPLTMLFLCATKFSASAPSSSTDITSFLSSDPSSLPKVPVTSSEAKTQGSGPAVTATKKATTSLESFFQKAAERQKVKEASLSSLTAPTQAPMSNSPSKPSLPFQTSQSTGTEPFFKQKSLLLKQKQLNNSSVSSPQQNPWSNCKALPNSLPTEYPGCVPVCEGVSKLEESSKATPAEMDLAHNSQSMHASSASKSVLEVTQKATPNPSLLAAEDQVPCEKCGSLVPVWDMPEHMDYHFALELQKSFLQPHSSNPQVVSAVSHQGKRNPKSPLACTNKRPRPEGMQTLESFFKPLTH
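Fluorescent replication assay: 50 nM final substrate added after a 15 min room-temperature compound preincubation with 10 nM enzyme. Signal taken at 0 min and again at 10 min.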
Anesthetic bind – binds horse apoferritin like a general anesthetic; 350,000 tested, 0.074% active; Potency, µM (highest dose often 77.5 µM), for inactives: at the highest dose activity change, negative = displacement, actives largely listed as inhibitors; apoferritin/1-aminoanthracene competitive binding, fluorescence; P02791; AID 485281; also: potency is read from the fitted curve at half-maximal effect; % is scaled to controls: 0 for no effect and ±100 for the full control effect; nearly all actives have a fitted effect of over 20% in size
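Steps: apoferritin (10 uM) was premixed with half-saturated 1-AMA in PBS, compounds were pin-transferred, plates stood 10 min at room temperature, fluorescence was read at 380/535 nm, and curves were fitted with a Hill equation.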
POLB inh – blocks human DNA polymerase beta activity; Potency, µM (top dose mostly 114 µM), inactives show top-dose activity change, negative = inhibition, hits mostly inhibitors; 340,000 tested, 1.3% active; Pol beta primer extension/strand displacement, fluorescence kinetic; P06746; AID 485314; also: potency is read from the fitted curve at half-maximal effect; % is scaled to controls: 0 for no effect and ±100 for the full control effect
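Kinetic readout of DNA synthesis with strand displacement by Pol beta. Compound and 10 nM enzyme sit 15 min at room temperature; 50 nM substrate starts the reaction, read immediately and at 10 min.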
Pol kappa inh – inhibitors of human DNA polymerase kappa. Q9UBT6. purified Pol kappa, fluorescent DNA synthesis assay, 10 min. Potency, µM (titrated, usually from 107 µM), inactives show top-dose activity, negative = inhibition, actives largely listed as inhibitors. 400,000 tested, 0.53% active. AID 588579; also: potency is read from the fitted curve at half-maximal effect; % is scaled to controls: 0 for no effect and ±100 for the full control effect
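Readout: fluorescence, taken kinetically at 0 and 10 min. Conditions: 10 nM Pol kappa, 15 min RT compound preincubation, 50 nM substrate final. Controls: enzyme-free buffer wells.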
BLM inh – Bloom syndrome helicase (human) inhibition | P54132 | 350,000 tested, 0.2% active | Potency, µM (doses to about 56.1 µM), for the others: at the top dose activity change, negative = inhibition, most hits filed as inhibitors | AID 2528 | recombinant BLM DNA unwinding, fluorescence dequenching;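 also: potency is read from the fitted curve at half-maximal effect; plate controls were vehicle for no effect and no enzyme for full effect; nearly all actives have a fitted effect of over 35% in size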
POLI inh – inhibitors of human DNA polymerase iota; Q9UNA4; Pol iota fluorescent replication assay, 10 min; Potency, µM (series often up to 115 µM), for inactives: top-dose activity, negative = inhibition, actives largely listed as inhibitors; 390,000 tested, 1% active; AID 588590; also: potency is read from the fitted curve at half-maximal effect
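Pol iota at 10 nM preincubated 15 min with compounds at room temperature; reaction started with fluorescent substrate, 50 nM final. Fluorescence read kinetically at 0 and 10 min; buffer-only wells as negative control.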
Glioma ERSR ind – inducers of ER stress response in human glioma cells | U87-MG GRP78 promoter luciferase reporter, 16 h | Potency, µM, without a hit: at the highest dose activation, usual class: activators | 420,000 tested, 0.02% active | AID 602332; also: potency is read from the fitted curve at half-maximal effect; series mostly up to about 76 µM; % of control where 0% means no effect; nearly all actives have a fitted effect of over 35% in size
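Stably transfected U87-MG human glioma cells carrying a GRP78-based luminescent sensor were seeded at 1000 cells/well, pin-dosed with compounds and incubated 16 h. Luciferase reagent was then added, and end-point luminescence was read after 10 min at room temperature.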
APEX1 inh – blocks human APE1 abasic DNA cleavage. P27695. recombinant APE1, TAMRA/BHQ-2 abasic DNA cleavage fluorescence. Potency, µM (highest dose often 65.8 µM), inactives show at the top dose activity change, negative = inhibition, usual class: inhibitors. 350,000 tested, 0.35% active. AID 2517;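 also: potency is read from the fitted curve at half-maximal effect; plate controls were vehicle for no effect and reference inhibitor for full effect; nearly all actives have a fitted effect of over 55% in size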
Target sequence (P27695 whole entry, looked up): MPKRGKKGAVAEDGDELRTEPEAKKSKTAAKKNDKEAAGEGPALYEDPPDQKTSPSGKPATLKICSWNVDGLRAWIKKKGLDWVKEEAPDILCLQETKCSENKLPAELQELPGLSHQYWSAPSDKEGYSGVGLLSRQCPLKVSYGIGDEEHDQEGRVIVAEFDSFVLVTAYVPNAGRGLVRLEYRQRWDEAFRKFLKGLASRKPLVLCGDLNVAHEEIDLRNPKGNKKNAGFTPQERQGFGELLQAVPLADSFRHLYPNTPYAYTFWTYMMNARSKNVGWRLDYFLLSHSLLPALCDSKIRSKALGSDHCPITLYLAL
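Readout is kinetic fluorescence (ex 525, em 598 nm) from cleavage of 50 nM TAMRA/BHQ-2 THF abasic duplex by 0.75 nM APE1, compound added 15 min beforehand at RT.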
Starred values were filed as active, the others as inactive; ? = inconclusive; / = not tested or not shown; [ ] = dose if it differs, or a comment. Unless noted, calls follow the shape of the dose curve; as a rule, active = well fitted curve in the direction sought with a large enough effect; inconclusive = small, poorly fitted or top-dose-only effect, or another doubt; inactive = no such curve, though single readings can be large; an effect the other way counts as inactive or inconclusive. A portion of the library. The share of hits here may be higher or lower than overall.

SMILES	LDHA inh	POLH inh	Anesthetic bind	POLB inh	Pol kappa inh	BLM inh	POLI inh	Glioma ERSR ind	APEX1 inh
Cc1ccc(-c2nc3ccccn3c2C=O)cc1	-3	-12%	-9%	9%	-1%	-8%	18%	0%	22%
CSCCC(NC(=O)c1ccccc1)C(=O)N1CCN(C(c2ccccc2)c2ccccc2)CC1 (centres undefined)	-8	-10%	-9%	29%	-12%	-6%	20%	-3%	-9%
Nc1c(S(=O)(=O)c2cccs2)c2nc3ccccc3nc2n1CCc1ccccc1	/	/	75%[activator]	-6%	/	-12%	/	/	-10%
O=C(Nc1ccccc1)C1=C[C@@H](c2csc3ccccc23)C[C@@H](OCc2ccc(CO)cc2)O1	0	-9%	4%	22%	-3%	-10%	-24%	-3%	-6%
CC1(NC(=O)c2cccc(S(=O)(=O)N3CCN(c4ccccc4)CC3)c2)CCS(=O)(=O)C1 (centres undefined)	-4	-2%	/	/	-23%	/	-9%	-2%	-7%
COc1ccc(NC(=O)C(=O)NCC(=O)Nc2cc(OC)ccc2OC)cc1	-4	1%	-7%	7%	-2%	-7%	-9%	-6%	57%[activator]
Fc1ccc(/C=N/Nc2ccccn2)cc1	-5	0%	7%	1%	-7%	-2%	27%	11%	1%
CC(O)c1cccc(NC(=O)CC(c2ccccc2)c2ccccc2)c1 (centres undefined)	1	-15%	-7%	15%	-2%	-10%	-3%	0%	13%
Cc1ccc(-c2nnn(CC(=O)N(CC(=O)NCc3ccccc3)c3cccc(C)c3C)n2)o1	-5	-17%	7%	-21%	-6%	-10%	-10%[58.9 µM]	-4%	-3%
COc1cccc(C(=O)NCCS(=O)(=O)N2CC(C)CC(C)C2)c1 (centres undefined)	-4	-18%	/	/	2%	/	32%[activator]	-3%	27%
CCCc1c(NC(=O)Nc2ccc(Cl)cc2Cl)cnn1-c1ccccc1	-5	-7%	-4%	9%	10%	-7%	23%	1%	0%
O=C(COc1ccc(Cl)cc1)Nc1ccc(C(=O)NCc2cccnc2)cc1	-4	-6%	-19%	2%	-12%	2%	5%	-3%	-2%
CCOC(=O)c1oc2ccccc2c1CSc1nnnn1-c1ccc(OC)cc1	-13	-16%	-8%	0%	-2%	0%	1%	-3%	2%
CC(=O)N1CCOc2ccc(S(=O)(=O)N3CCC(C(=O)Nc4ccc(F)cc4)CC3)cc21	-2	-25%	-9%	35%	-4%	0%	16%	-4%	44%
CC(=O)Nc1ccc2nc(-c3ccccc3)cn2c1	-5	7%	-2%	?	-7%	2%	23%	-9%	-6%
CC1CCN(CC(C)CNC(=O)c2cc(-c3ccccn3)nc3ccccc23)CC1 (centres undefined)	-6	-23%	-13%	7%	3%	21%	22%	-4%	2%
CCCC(N)CCCCCC(=O)O (centres undefined)	-7	-17%	-14%	-4%	-10%	-4%	-1%	-6%	-7%
CCc1nnc(NS(=O)(=O)c2ccc(N=Cc3c(C)[nH]n(-c4cccc(Cl)c4)c3=O)cc2)s1	-8	?	-6%	3%	-15%	3%	?	0%	3%
COc1cc(OC)cc(C(=O)NCc2n[nH]c(=S)n2-c2ccccc2OC)c1	-6	9%	1%	15%	-6%	7%	7%	-1%	14%
O=C(COc1ccc(Cl)cc1Br)Nc1cccc(S(=O)(=O)N2CCCC2)c1	1	-8%	/	/	1%	/	-2%	8%	-10%
O=S(=O)(NCc1ccccc1)c1cccc2nonc12	2	-4%	?	26%	-8%	3%	28%	-4%	0%
Cc1cc(OCC(=O)Nc2ccc3oc(=O)ccc3c2)ccc1Cl	-6	-16%	5%	3%	2%	-2%	13%	-1%	-14%
CC1(C)Oc2ccc3ccc(=O)oc3c2-c2cn[nH]c21	-1	-11%	-10%	-25%	1%	1%	3%	-5%	0%
OCCOCCn1c(C(CO)Nc2nc(-c3cccc(Br)c3)cs2)nc2ccccc21 (centres undefined)	-4	-13%	/	/	-7%	/	-3%	-3%	/
S=C(NCC1CCCO1)Nc1ccccc1Cl (centres undefined)	-5	-13%	-15%	12%	-10%	-2%	18%	-2%	5%

Laid out differently: entries from further up
CC(=O)Nc1ccc2nc(-c3ccccc3)cn2c1
  LDHA inh: -5 | POLH inh: 7% | Anesthetic bind: -2% | POLB inh: ? | Pol kappa inh: -7% | BLM inh: 2% | POLI inh: 23% | Glioma ERSR ind: -9% | APEX1 inh: -6%

CC1CCN(CC(C)CNC(=O)c2cc(-c3ccccn3)nc3ccccc23)CC1 (centres undefined)
  LDHA inh: -6 | POLH inh: -23% | Anesthetic bind: -13% | POLB inh: 7% | Pol kappa inh: 3% | BLM inh: 21% | POLI inh: 22% | Glioma ERSR ind: -4% | APEX1 inh: 2%

CCCC(N)CCCCCC(=O)O (centres undefined)
  LDHA inh: -7 | POLH inh: -17% | Anesthetic bind: -14% | POLB inh: -4% | Pol kappa inh: -10% | BLM inh: -4% | POLI inh: -1% | Glioma ERSR ind: -6% | APEX1 inh: -7%

Remaining list, next part.
SMILES	LDHA inh	POLH inh	Anesthetic bind	POLB inh	Pol kappa inh	BLM inh	POLI inh	Glioma ERSR ind	APEX1 inh
COc1ccc(CNC(=O)CCc2nnc3n(C)c(=O)c4sccc4n23)cc1	-5	-1%	-8%	?	-5%	3%	-1%	-4%	/
Cc1nnc(SCC(=O)Nc2ccc(C(N)=O)cc2)n1-c1ccccc1	-9	-5%	-6%	0%	0%	2%	-14%	-5%	-8%
Cc1cc(Cl)ccc1OCCCC(=O)Nc1cccc(-n2cnnn2)c1	-1	-4%	-8%	-17%	-7%	-3%	-23%	-1%	65%[activator]
CC1=C(C(=O)OCc2ccc(C)cc2)C(c2ccc(O)c([N+](=O)[O-])c2)NC(=O)N1 (centres undefined)	-6	-7%	-20%	-1%	-2%	5%	8%	1%	-2%
CC(C)C(Nc1ncnc2c1oc1ccccc12)C(=O)O (centres undefined)	0	-23%	0%	16%	-2%	-3%	121%[activator]	1%	-3%
CCOc1ccc(CNC(=O)C2CCN(C(=O)c3sccc3-n3cccc3)CC2)cc1	2	/	-8%	1%	-2%	-1%	38%[activator]	/	/
COc1ccc(OC)c(/C=N/NC(=O)CC(=O)NC2CCCCC2)c1	-15	13%	-9%	29%	-4%	-1%	18%	-4%	32%
CC(=O)Nc1cccc(NC(=O)C2CC(=O)N(CCc3ccc(F)cc3)C2)c1 (centres undefined)	-2	-8%	-12%	-10%	0%	0%	9%	-5%	25%
O=C(NCCc1ccccc1F)C1CCCN(c2nc3ccccc3s2)C1 (centres undefined)	-3	-11%	-9%	5%	-6%	-2%	63%[activator]	4%	20%
CCOC(=O)C1C(C)=CC(=O)CC1c1ccco1 (centres undefined)	7	2%	-9%	-8%	-11%	-1%	-9%	-2%	4%
CCOC(=O)N1CCc2c(sc3c2c(=O)n(-c2ccc(CC)cc2)c(=O)n3CC(=O)c2ccccc2)C1	-5	-9%	-12%	30%	-6%	-10%	?	0%	/
CC(C)(C)c1ccc(C(=O)N/C(=C\c2ccco2)C(=O)Nc2ccccc2C(=O)O)cc1	1	35µM*	-1%	?	?	-3%	?	9%	71%[activator]
Cc1cc(C)c2c(c1)/C(=N/NS(=O)(=O)c1ccc(Br)cc1)CCC2	-3	-3%	?	0%	-2%	-5%	24%	18%	-2%
Nc1nc(Nc2ccccc2)sc1C(=O)c1ccccc1	-2	-1%	-9%	3%	-16%	-7%	27%	3%	-2%
Cc1c(-n2c(O)c(C3=c4ccccc4=NC3=O)sc2=S)c(=O)n(-c2ccccc2)n1C	12	-10%	-12%	-25%	-13%	-2%	125%[activator]	-5%	4%
COC(=O)c1ccc(CN2CCCC(C(=O)Nc3cccc(-n4cccn4)c3)C2)cc1 (centres undefined)	-1	-20%	-17%	-18%	12%	1%	-9%	-1%	63%[activator]
CC1CCCN(C(=S)Nc2ccc(F)cc2)C1 (centres undefined)	-7	-7%	-24%	?	-3%	0%	32%[activator]	0%	2%
CCOc1ccccc1NC(=O)CCn1cccc1	-5	-3%	-6%	-11%	-1%	-2%	-8%	0%	-3%
O=C(COc1cccc(Cl)c1Cl)Nc1ccc2c(c1)CCC2	-6	-17%	5%	32%	-10%	4%	141%[activator]	-1%	3%
CCOc1cc(C)c(C(C)C)cc1S(=O)(=O)n1ccnc1CC	2	-10%	-8%	3%	-13%	-1%	5%	-1%	/
CC(C)NC(=O)NC(=O)CSc1ccc(S(=O)(=O)N2CCCC2)cn1	-3	-11%	/	/	-4%	/	8%	-5%	8%
COc1ccc(C2C(C#N)=C(N)Oc3c2ccc2cccnc32)cc1OC (centres undefined)	15	-10%	-17%	?	-6%	-4%	43%[activator]	-5%	-10%
COc1cccc2oc3cc(C#Cc4ccccn4)ccc3c(=O)c12	1	?	-1%	?	-8%	-4%	?	0%	-11%
COc1cc(C(=O)Nc2ccc(Cl)c(-c3nc4ncccc4o3)c2)cc(OC)c1OC	-1	-13%	?	1%	13%	1%	9%	-1%	/
CCOC(=O)NNc1ccc(C(F)(F)F)cn1	-4	-16%	-2%	?	4%	-2%	4%	-3%	0%

Following part.
SMILES	LDHA inh	POLH inh	Anesthetic bind	POLB inh	Pol kappa inh	BLM inh	POLI inh	Glioma ERSR ind	APEX1 inh
CC1(C)Oc2ccc(C(=O)Nc3ccccc3F)cc2N(CC(=O)N2CCOCC2)C1=O	-5	-8%	-1%	2%	-15%	-6%	43%[activator]	3%	25%
CCCCN1C(=O)C(NC(C)=O)c2cc(Br)ccc21 (centres undefined)	-4	-10%	-12%	-2%	-5%	0%	6%	0%	0%
CC(=O)N1C(C(=O)O)CSC1c1cccc(C)c1 (centres undefined)	-1	-3%	-1%	0%	-12%	-2%	-4%	0%	1%
Cc1ccc(CN2C(=O)SC(Nc3ccc(Cl)cc3)C2=O)cc1 (centres undefined)	-1	-3%	-24%	-30%	-7%	-4%	-10%	-2%	/
Cc1nn(C)cc1/C=C/C(=O)c1cccs1	-9	-3%	-4%	1%	-12%	-5%	3%	8%	4%
O=C(COC(=O)Cc1ccccc1F)Nc1ccc2c(c1)OCCO2	-13	-9%	-10%	2%	-8%	-2%	9%	-1%	6%
CCOc1ccc(CCNC(=O)C2CCC(=O)N2CCc2ccccc2)cc1OCC (centres undefined)	-6	-14%	0%	7%	-7%	2%	2%	0%	1%
